# Vif imaging: inhibitors of HIV Vif | HEK293T cells, Vif self-association by quenched fluorescence, imaging, 24 h | inhibition, % at 7.49 µM | hit rate 0.35% among 340,000 | AID 602346; in the data active means inhibition above about 50%, passing the limit was not always enough; further: some results filed as inactive read as strong as hits
# aDG glyco up: alpha-DG glycosylation activation. hit rate 0.22% among 360,000. AID 624168. Pro5-aDG cells, alpha-DG glycosylation AlphaScreen (IIH6); 0% Pro5, 100% B10-LARGE cell signal. activation, % at 10 µM;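 active means activation of at least 8% versus controls, or a plate z-score of at least 8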;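 further: Pro5 are CHO cells carrying HIG-tagged alpha-DG that lacks glycosylation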
# PDI turbidity: PDI (human) enzyme inhibition; P07237; PDI insulin aggregation turbidity, A650, 90 min; inhibition, % at 10 µM; hit rate 0.052% among 350,000;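 active means mean inhibition across replicates of 30% or more, whatever share of single replicates reach that level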;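 further: absorbance from insulin aggregation driven by PDI reduction with DTT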
# hiPSC survival: hiPSC single-cell survival enhancement | ATPlite luminescence; 100% = ROCK inhibitor wells, 0% = DMSO | survival enhancement, % at 20 µM | hit rate 0.044% among 360,000; in the data active means survival enhancement above about 18%;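 further: cells exposed to compounds for 16 hours before the ATP read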
# HTR2A ag: mouse HTR2A agonism via beta-arrestin recruitment; AID 624169; P35363; CHO-K1 mHTR2A beta-arrestin complementation, luminescence; percent of 30 µM serotonin response; hit rate 0.66% among 360,000; activation, % at 7.6 µM;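 active means activation above a run cutoff, the mean activation of all tested compounds plus 3 SD, cut at about 14% in these data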;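 further: 0% = plate median of compound wells and 100% = 30 µM serotonin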
# Granule exo inh: lytic granule exocytosis inhibition; inhibition, % at 10 µM; TALL-104 LAMP-1 surface exposure, flow cytometry; cells stimulated with thapsigargin and PMA; hit rate 0.66% among 360,000;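 active means inhibition above about 55%, limit read from the data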
# ABCB6 inh MLPCN: inhibitors of human ABC transporter ABCB6 | K562-ABCB6 porphyrin accumulation, flow cytometry, 1 h; stronger effect = lower value | hit rate 0.19% among 360,000 | fluorescence ratio to DMSO, % at 10 µM | AID 602162;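 active means fluorescence ratio to DMSO below 75%, the collection mean minus 3 SD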;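 further: signal is porphyrin accumulated inside mitochondria; 100% equals median channel fluorescence of DMSO control wells; lower ratio means ABCB6 inhibition with less porphyrin fluorescence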
# Target sequence (Q9NP58 whole entry, looked up): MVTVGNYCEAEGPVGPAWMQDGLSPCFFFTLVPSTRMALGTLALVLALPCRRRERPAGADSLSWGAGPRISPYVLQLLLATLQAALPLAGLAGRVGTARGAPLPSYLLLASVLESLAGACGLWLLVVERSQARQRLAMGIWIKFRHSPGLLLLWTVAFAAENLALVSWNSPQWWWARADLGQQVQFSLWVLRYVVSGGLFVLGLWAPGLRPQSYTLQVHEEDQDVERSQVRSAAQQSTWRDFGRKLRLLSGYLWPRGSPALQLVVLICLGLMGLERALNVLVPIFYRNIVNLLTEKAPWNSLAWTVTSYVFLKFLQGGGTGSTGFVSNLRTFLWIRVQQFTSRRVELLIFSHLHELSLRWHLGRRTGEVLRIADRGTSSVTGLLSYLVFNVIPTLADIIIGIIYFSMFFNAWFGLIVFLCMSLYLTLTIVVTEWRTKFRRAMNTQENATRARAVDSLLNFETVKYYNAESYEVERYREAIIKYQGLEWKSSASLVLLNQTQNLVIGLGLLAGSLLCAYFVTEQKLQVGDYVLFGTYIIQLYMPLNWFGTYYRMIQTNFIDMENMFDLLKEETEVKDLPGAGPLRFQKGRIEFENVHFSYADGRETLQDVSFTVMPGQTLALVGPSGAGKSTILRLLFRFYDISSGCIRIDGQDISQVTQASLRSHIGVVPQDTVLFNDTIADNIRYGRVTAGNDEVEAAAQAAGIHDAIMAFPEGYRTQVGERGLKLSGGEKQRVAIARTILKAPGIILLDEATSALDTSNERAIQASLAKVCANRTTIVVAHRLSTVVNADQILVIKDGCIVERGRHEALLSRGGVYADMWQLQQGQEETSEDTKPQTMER
# Glyco luc inh: blocks N-linked glycosylation in D54 reporter cells; D54 ERlucT glycosylation luciferase reporter, 24 h; percent of 100 nM tunicamycin response; reporter increase, % at 12.5 µM; hit rate 0.23% among 360,000; AID 588692;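 active means mean luciferase reporter signal, scaled so untreated is 0 and the glycosylation-blocking control 100, at or above a set limit in every replicate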;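 further: luciferase carries N-glycosylation sites so blocking glycosylation raises the light; 0% = median of neutral control wells and 100% = median of 100 nM tunicamycin wells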
# CaV13 FRET inh: Disruptors of the CACNA1D IQ motif to Ca2+-dependent inactivation inhibitor domain association, primary screening, Förster resonance energy transfer in intact living …; hit rate 0.098% among 340,000; HEK cells, CFP/YFP FRET ICDI-IQ, plate reader, 10 min; percent FRET-ratio fall versus neutral wells; inhibition, % at 12.3 µM;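 active means mean replicate inhibition of at least 30% and at least 1% of replicates passing that level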;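 further: 0% = median of the neutral control wells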
# Cardio protect: myocardial damage modulation in H9c2 cells. H9c2 cardiomyocytes, H2O2 injury protection, ATPLite, 2 h. protection from H2O2 cell death, % at 20 µM. hit rate 0.63% among 360,000;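 active means compounds giving at least 50% protection of heart cells from peroxide-induced death in the single-dose screen, raw or plate-pattern-corrected value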;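 further: 0% = DMSO wells with peroxide and 100% = DMSO wells without peroxide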
# Numbers without * were called inactive; nt = no result given. No enrichment for hits. Share with any hit: about 3.1%.
# Fields – Glyco luc inh | PDI turbidity | Vif imaging | HTR2A ag | aDG glyco up | hiPSC survival | ABCB6 inh MLPCN | Granule exo inh | Cardio protect | CaV13 FRET inh
CCC(COC(=O)Nc1ccccc1)NC(=O)OC(C)C (configuration not stated)
→ 3 | -5 | -3 | 5 | -0.3 | -1.9 | 91 | 3 | -1 | 3
Cc1ccc(NC(=O)c2ccccc2)cc1
→ -5 | -3 | 9 | -1 | 0.4 | -2.4 | 98 | 0 | -8 | -6
O=S(=O)(c1ccccc1)N(CC(O)CN1CCOCC1)c1ccccc1 (configuration not stated)
→ -3 | 0 | -1 | 10 | 0.1 | 0.1 | 96 | -7 | 2 | -6
Cc1nc2ccc(NC(=O)c3ccc(C)c(S(=O)(=O)N4CCOCC4)c3)cc2s1
→ -3 | 1 | -9 | 9 | 0.0 | 2.3 | 92 | 3 | 1 | -3
CCCNC(=O)c1ccc(N(Cc2ccccc2)S(C)(=O)=O)cc1
→ -1 | 3 | -3 | -1 | -0.2 | 3.6 | 89 | -1 | 5 | -7
Cn1nc(C(=O)NCc2ccc(F)cc2)cc1C(=O)NCc1ccc(F)cc1
→ -3 | 0 | 0 | 0 | 0.4 | -0.5 | 99 | 22 | 1 | -6
CC(=O)Nc1ccc2c(c1)C(=Nc1ccccc1)c1ccccc1-2
→ 1 | 2 | -6 | -2 | 0.4 | 4.4 | 92 | -15 | 1 | -4
O=C(CSc1nnc(-c2cccc(S(=O)(=O)N3CCCC3)c2)n1-c1ccccc1)Nc1ccc(C(=O)O)cc1
→ 2 | -4 | -8 | 2 | -0.3 | -0.6 | 90 | 3 | -4 | -5
CC(=O)Nc1ccc(C2Nc3cc(C)c(C)cc3NC3=C2C(=O)CC(C)(C)C3)cc1 (configuration not stated)
→ -2 | -11 | -9 | 0 | 0.0 | 0.2 | 99 | -2 | 3 | -25
CCc1noc(C)c1C(=O)N1CCCSC1=Nc1ccccc1
→ -3 | -4 | 0 | -5 | 0.0 | 1.3 | 97 | -3 | -1 | -3

# (list continues)
# Fields – Glyco luc inh | PDI turbidity | Vif imaging | HTR2A ag | aDG glyco up | hiPSC survival | ABCB6 inh MLPCN | Granule exo inh | Cardio protect | CaV13 FRET inh
COCCNC(=O)c1cc(S(=O)(=O)N(C)c2ccccc2OC)ccc1C
→ 0 | 4 | 0 | 5 | -0.2 | -0.7 | 99 | -2 | 2 | -2
CC(C)(C)NC(=O)CC1C[C@H](C(=O)N2CCCCC2)[C@@]2(CCc3ccccc3)c3[nH]c4ccccc4c3CCN2C1=O (some centres not stated)
→ -2 | 13 | nt | 3 | -0.1 | -0.8 | 92 | 1 | 0 | -6
CN1CCN(S(=O)(=O)c2ccc(NC(=O)c3cccc(F)c3)cc2)CC1
→ 0 | 3 | -4 | -6 | 0.1 | -0.4 | 97 | 0 | -2 | -5
COc1ccc(N2CCN(C(=O)CSc3ncnc4scc(-c5ccc(C)cc5)c34)CC2)cc1
→ -4 | -5 | -9 | -6 | 0.3 | 0.2 | 164 | 3 | -1 | -4
COc1ccccc1N(C)S(=O)(=O)c1ccc(C)c(C(=O)Nc2nccs2)c1
→ -3 | 2 | 7 | -1 | 0.0 | -0.3 | 97 | -2 | 3 | -2
CCOc1ccc(CN2CCN(Cc3cccn3-c3cccnc3)CC2CCO)cc1 (configuration not stated)
→ -3 | -4 | 4 | -4 | 0.4 | 7.2 | 103 | 2 | -3 | -8
C=CCn1c(COc2cccc(C)c2)nnc1SC(C)C(=O)NC1CC1 (configuration not stated)
→ 0 | -2 | -2 | 3 | -0.2 | -0.6 | 95 | -2 | 6 | -4
O=C(O)CCC(=O)N1N=C(c2cccs2)CC1c1cn(-c2ccccc2)nc1-c1ccccc1 (configuration not stated)
→ 2 | -7 | -6 | 3 | 0.1 | -0.8 | 113 | 1 | 11 | nt
Cc1[nH]c2ccccc2c1-c1nc2ccccc2[nH]c1=O
→ 2 | -4 | 3 | -6 | -0.2 | 1.6 | 169 | -9 | 2 | -5
CCN(C(=O)CSc1n[nH]c(-c2ccccc2)n1)c1c(N)n(Cc2ccccc2)c(=O)[nH]c1=O
→ 4 | -5 | -2 | 4 | -0.1 | -0.4 | 96 | 2 | 0 | -2

# The list continues:
# Fields – Glyco luc inh | PDI turbidity | Vif imaging | HTR2A ag | aDG glyco up | hiPSC survival | ABCB6 inh MLPCN | Granule exo inh | Cardio protect | CaV13 FRET inh
O=C(NN1C(=O)/C(=C/C=C/c2ccco2)SC1=S)c1ccccc1O
→ -1 | 8 | 6 | 3 | 0.0 | 0.0 | 94 | 3 | 2 | -3
O=C(N/N=C/c1ccccn1)c1cccs1
→ -1 | 6 | 5 | 3 | 0.1 | -0.5 | 108 | -2 | 56* | 1
Cc1ccc(Nc2nc3c(c(=O)[nH]c(=O)n3C)n2Cc2ccc(F)cc2)cc1
→ 2 | 8 | nt | -5 | 0.4 | -1.4 | 98 | 2 | -14 | -6
COc1ccc(N=C2NN=C(c3c(C)[nH]c4ccccc34)CS2)cc1
→ 7 | -4 | 2 | -5 | -0.7 | 2.4 | 99 | 2 | -2 | -19
CCCCNC(=S)N(C)/N=C/c1ccccc1C(=O)O
→ 1 | -1 | -3 | 0 | -0.4 | -0.8 | 87 | -2 | -1 | -4
COc1ccc(C(=O)NCCCSc2ccccc2)cc1F
→ -4 | 6 | -7 | -4 | 0.1 | -0.4 | 97 | -13 | -3 | -3
Cn1nc(OCC(=O)O)cc1C(F)(F)F
→ -3 | 3 | 14 | 0 | 0.0 | -0.4 | 99 | -8 | 4 | -14
O=[N+]([O-])c1cc(Cl)ccc1Nc1ccccc1
→ -2 | -3 | -7 | -3 | -0.2 | -0.4 | 98 | 0 | -6 | nt
COc1ccc(C(=O)Nc2ccc(-c3nnn(CC(=O)N4CCN(C(=O)c5ccco5)CC4)n3)cc2)cc1
→ -3 | -13 | -1 | 1 | 0.0 | -0.2 | 98 | 7 | -5 | -4
CCOP(=O)(O)c1cccc(OCCOCCOc2cccc(P(=O)(O)OCC)c2)c1
→ 0 | 7 | 4 | 1 | -0.4 | 1.9 | 93 | -8 | -2 | -2

# Looked up one by one from above (five):
# Fields – Glyco luc inh | PDI turbidity | Vif imaging | HTR2A ag | aDG glyco up | hiPSC survival | ABCB6 inh MLPCN | Granule exo inh | Cardio protect | CaV13 FRET inh
Cn1nc(OCC(=O)O)cc1C(F)(F)F
→ -3 | 3 | 14 | 0 | 0.0 | -0.4 | 99 | -8 | 4 | -14
CN1CCN(S(=O)(=O)c2ccc(NC(=O)c3cccc(F)c3)cc2)CC1
→ 0 | 3 | -4 | -6 | 0.1 | -0.4 | 97 | 0 | -2 | -5
CC(=O)Nc1ccc2c(c1)C(=Nc1ccccc1)c1ccccc1-2
→ 1 | 2 | -6 | -2 | 0.4 | 4.4 | 92 | -15 | 1 | -4
O=C(O)CCC(=O)N1N=C(c2cccs2)CC1c1cn(-c2ccccc2)nc1-c1ccccc1 (configuration not stated)
→ 2 | -7 | -6 | 3 | 0.1 | -0.8 | 113 | 1 | 11 | nt
CCCNC(=O)c1ccc(N(Cc2ccccc2)S(C)(=O)=O)cc1
→ -1 | 3 | -3 | -1 | -0.2 | 3.6 | 89 | -1 | 5 | -7

# Further records
# Fields – Glyco luc inh | PDI turbidity | Vif imaging | HTR2A ag | aDG glyco up | hiPSC survival | ABCB6 inh MLPCN | Granule exo inh | Cardio protect | CaV13 FRET inh
Cc1cccc(C(=O)N[C@H](C(=O)NCCc2ccc(S(N)(=O)=O)cc2)C(C)C)c1
→ -1 | 8 | 3 | -5 | 0.0 | 0.9 | 96 | -1 | 5 | -2
O=C(COC(=O)c1cccc(-n2cnnn2)c1)c1ccc(F)cc1
→ -2 | -5 | 8 | -6 | 0.0 | -0.2 | 96 | -8 | 7 | -3
O=C(Nc1ccccc1C(=O)O)c1ccc(N2C(=O)C3CC=CCC3C2=O)cc1 (configuration not stated)
→ 3 | -15 | -5 | -7 | 0.1 | 0.8 | 98 | 11 | 4 | -5
Cc1ccc(CNC(=O)Cn2ccc(NC(=O)OCc3ccccc3)nc2=O)o1
→ -1 | 2 | -5 | -9 | -0.1 | 1.0 | 97 | 0 | 4 | -6
O=C(CN1C(=O)C2CC=CCC2C1=O)Nc1ccccc1N1CCCC1 (configuration not stated)
→ 0 | 3 | 11 | 0 | 0.1 | -0.5 | 101 | 27 | -1 | -6
CC[C@]12c3[nH]c4cc(CCC(=O)N(C)C)ccc4c3CCN1C(=O)[C@@H](CC(=O)NC/C=C(\C)CCC=C(C)C)C[C@@H]2C(=O)N1CCN(C(=O)c2ccco2)CC1
→ 31* | 6 | 6 | -10 | 0.1 | -0.8 | 101 | 4 | -20 | nt
O=C1N[C@H]2CC=C[C@H]2Nc2ccccc21
→ 7 | -1 | 5 | 0 | 0.0 | -2.1 | 99 | -4 | 51* | -6
CCOC(=O)c1cc(NC(=O)Cc2ccc(S(=O)(=O)N3CCOCC3)s2)cc(C(=O)OCC)c1
→ 1 | -2 | -3 | 3 | -0.5 | -0.2 | 104 | 1 | 40 | -15
Cc1ccc(C(=O)NS(=O)(=O)c2ccc(C)cc2)cc1
→ 1 | -2 | -5 | -4 | 0.0 | -0.3 | 93 | -3 | 2 | 1
CC(=O)NC(Cc1ccccc1)C(=O)NC(Cc1ccccc1)C(=O)O (configuration not stated)
→ 0 | 16 | -11 | -5 | 0.0 | 0.2 | 88 | 4 | -3 | -2

# Later entries:
# Fields – Glyco luc inh | PDI turbidity | Vif imaging | HTR2A ag | aDG glyco up | hiPSC survival | ABCB6 inh MLPCN | Granule exo inh | Cardio protect | CaV13 FRET inh
O=C1CCC(=O)N1CN(C(=O)c1ccco1)c1ccccc1
→ 2 | 1 | 36 | -2 | -0.1 | 1.5 | 101 | -1 | -2 | -4
Cc1ccc(CN2CCN(Cc3ccc4ncccc4c3)CC2CCO)cc1 (configuration not stated)
→ -2 | 0 | 2 | -3 | 0.1 | -0.5 | 98 | 0 | 4 | -3
Cn1ccnc1Sc1ccc(C(N)=O)cc1[N+](=O)[O-]
→ -1 | 7 | 9 | -2 | 0.2 | -0.7 | 99 | 7 | 12 | 5
Cc1cc(NC(=O)COc2coc(CN3CCN(c4ccccc4)CC3)cc2=O)no1
→ -1 | 2 | -4 | 3 | 0.4 | -0.3 | 98 | -8 | -1 | -15

# Source: PubChem (several laboratories)
